Compound activity as filed in PubChem BioAssay.
Yfh1-depleted yeast – enhancers of respiration in Yfh1-depleted yeast, dose response, Friedreich's ataxia, plus single-dose screen (AID 1465) | S. cerevisiae Yfh1-off respiration, WST-1 reduction, 72 h; higher fold induction means a stronger effect | fold induction at 50 µM, or EC50 in µM where a hit was titrated | 220,000 tested, 0.074% active;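 active means fold induction of absorbance versus untreated yeast above a set limit, then at least 30% activation at any dose in follow-up; inconclusive means repeats straddling the limit, or above it without dose testing; inactive means fold induction below the set limit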;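 further: activators that raise dye reduction in frataxin-depleted yeast; strong numbers were not always called active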
Large T inhibition – TAg ATPase/helicase activity blockers – biochemical (AID 1903). 310,000 tested, 0.39% active. one-dose inhibition, % at 20 µM; IC50 in µM for titrated hits. SV40 large T antigen ATPase/helicase inhibition assay; higher % means a stronger effect; in the data active means a potency from the dose series; inconclusive means inhibition mostly from about 32% at the one dose, without a potency; inactive means the rest, 99 in 100 with inhibition below about 32%; further: strong numbers were not always called active
GPR35 arrestin U2OS – inhibition of zaprinast-stimulated GPR35 beta-arrestin translocation – imaging, U2OS, beta-arrestin-GFP, zaprinast agonist, primary screen (AID 2058) | U2OS GPR35 beta-arrestin-GFP translocation imaging, zaprinast antagonism; higher % means a stronger effect | one-dose inhibition, % at 10 µM; IC50 in µM for titrated hits | 290,000 tested, 0.052% active;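 active means inhibition of at least 50% with at least 30 cells and total cytoplasm GFP at most 10,000,000; inconclusive means under 30 cells or total GFP of 10,000,000 plus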
NTR1 agonist – NTR1-driven beta-arrestin-GFP spot formation – imaging, U2OS cells, high content, primary screen (AID 493036); agonist mode; activation, % at 20 µM; 330,000 tested, 0.17% active; P30989;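 active means activation at or above 40% of the spot to cytoplasm intensity ratio, with at least 20 cells analyzed; inconclusive means wells under 20 cells, flagged as cytotoxic or low count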;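 further: 0% = DMSO without peptide and 100% = 100 nM NTR1 peptide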
Target sequence (P30989 whole entry, looked up): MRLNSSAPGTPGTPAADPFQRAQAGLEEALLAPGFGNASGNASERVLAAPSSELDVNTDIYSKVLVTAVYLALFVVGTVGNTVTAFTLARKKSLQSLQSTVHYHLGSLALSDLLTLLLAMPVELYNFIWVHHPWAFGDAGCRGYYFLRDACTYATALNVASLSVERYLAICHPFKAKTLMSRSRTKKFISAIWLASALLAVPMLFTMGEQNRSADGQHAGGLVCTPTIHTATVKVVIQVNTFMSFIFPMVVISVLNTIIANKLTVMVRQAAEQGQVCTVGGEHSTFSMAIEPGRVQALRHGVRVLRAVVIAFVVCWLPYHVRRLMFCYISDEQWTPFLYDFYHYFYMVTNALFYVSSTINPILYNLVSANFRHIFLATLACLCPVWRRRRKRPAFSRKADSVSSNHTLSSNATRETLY
MgcRacGAP inhibition – MgcRacGAP GTPase-activating activity inhibitors, confirmation, biochemical, ADP Hunter fluorescence. inhibition, % at 30 µM, or IC50 in µM where a hit was titrated. MgcRacGAP-stimulated Rac1 GTP hydrolysis, ADP Hunter fluorescence; higher % means a stronger effect; GST-tagged Rac1 F28L mutant substrate. 340,000 tested, 0.6% active;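 active means first-screen hits whose inhibition reached a set limit at any dose in the follow-up dose series; inconclusive means inhibition above the set first-screen limit but never retested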;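 further: fluorescence reports GDP produced by GAP-driven GTP hydrolysis; strong numbers were not always called active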
GPR55 activation – GPR55 agonists via beta-arrestin recruitment, primary screen, imaging, U2OS cells, beta-arrestin-GFP redistribution (AID 1961); U2OS GPR55 beta-arrestin-GFP redistribution imaging; higher % means a stronger effect; activation, % at 10 µM; hits with a dose series show EC50 in µM; 290,000 tested, 0.048% active;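 active means activation above 40% with more than 50 cells counted in the well; inconclusive means wells holding fewer than 50 cells, flagged as toxic or sparse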;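 further: U2OS osteosarcoma cells stably expressing GPR55 and beta-arrestin-GFP; plate controls were DMSO negative control for no effect and LPI positive control for full effect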
GPR55 LPI antagonism – inhibition of LPI-stimulated GPR55 beta-arrestin translocation – imaging, U2OS, beta-arrestin-GFP, LPI agonist, primary screen (AID 2013); one-dose inhibition, % at 10 µM; IC50 in µM for titrated hits; U2OS GPR55 beta-arrestin-GFP translocation imaging, LPI antagonism; higher % means a stronger effect; 290,000 tested, 0.13% active;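 active means spots per cell inhibited over 60%, with over 100 cells counted and total cytoplasm intensity under 500,000; inconclusive means wells with under 100 cells, flagged as likely toxic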;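 further: U2OS cells stably carrying GPR55 and arrestin-GFP stimulated by 5 µM LPI near EC80; imaged beta-arrestin-GFP aggregate spots per cell after agonist stimulation; plate controls were LPI-stimulated DMSO wells for no effect and DMSO wells without LPI for full effect; some results filed as inactive read as strong as hits; confirmed hits need IC50 under 10 µM and bright autofluorescent wells are also inconclusive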
AID2073 – disruptors of CaV2.2 binding to Mint1 – biochemical, HTRF (AID 2073); 290,000 tested, 0.19% active; one-dose inhibition, % at 20 µM; IC50 in µM for titrated hits; HTRF protein-protein interaction, Mint1-CaV2.2; higher % means a stronger effect; in the data active means inhibition mostly above about 51%, no sharp cut-off; inconclusive means no clear call, values can overlap the other calls; inactive means mostly below about 53%; further: some results filed as inactive read as strong as hits
NS5 inhibitors – flavivirus cap methylation enzyme inhibition – biochemical, confirmation dose response, primary screen (AID 588689); 340,000 tested, 0.3% active; Dengue-2 NS5 methyltransferase capping enzyme assay, biochemical; higher % means a stronger effect; one-dose inhibition, % at 25 µM; IC50 in µM for titrated hits; in the data active means a potency from the dose series; inconclusive means inhibition above about 29% without an active follow-up result
NTR1 agonist cell count 20 µM – further read-out of NTR1 agonist, marked with its call; cell count; measured here: cell count, cytotoxicity flag
NS5 inhibitors pilot replicate – recorded beside NS5 inhibitors, whose call it bears; inhibition, %; measured here: pilot screen replicate inhibition
The depositor's hits bear a star; i = inactive; ? = inconclusive; . = no result given.

SMILES	Yfh1-depleted yeast	Large T inhibition	GPR35 arrestin U2OS	NTR1 agonist	NTR1 agonist cell count 20 µM	MgcRacGAP inhibition	GPR55 activation	GPR55 LPI antagonism	AID2073	NS5 inhibitors	others
CCC(=O)Nc1sc2c(c1C#N)CCC2	i	17%	-11%	-0.4	42	12%	-0.5%	-2%	20%	-2%
COc1ccc(CCNC(=O)Cn2ccc3cc(S(=O)(=O)N4CCCC4)ccc32)cc1OC	.	13%	-2%	1.5	65	11%	-0.2%	3%	-4%	-1%
O=C(NCCn1c(-c2ccncc2)nc2ccccc21)[C@H]1CCCN1c1nc(CN2CCCCC2)cs1	.	5%	12%	-1.0	94	-2%	-0.2%	1%	-2%	18%
CCOC(=O)c1ccccc1NC(=O)c1c(F)c(F)c(F)c(F)c1F	i	19%	13%	2.9	75	5%	-0.2%	3%	-2%	1%
CC(C)CC(NS(=O)(=O)c1ccc2c(c1)oc(=O)n2C)C(=O)N1CC=C(c2ccccc2)CC1 (stereo unspecified)	i	4%	0%	1.9	55	9%	-0.1%	7%	-7%	-5%
COc1ccc(Cl)cc1S(=O)(=O)Nc1ccc2c(c1)n(C)c(=O)n2C	.	-1%	-2%	-1.3	47	5%	0.3%	-15%	49%	-4%
Cn1cc(Br)c(C(=O)NN2C(=O)C3C4C=CC(C5CC45)C3C2=O)n1 (stereo unspecified)	i	13%	5%	0.9	49	7%	-0.1%	6%	-10%	-8%
COC(CNC(=O)c1ccc2c(c1)ncn2-c1ccc(F)c(F)c1)OC	i	7%	6%	-0.9	84	9%	0.4%	-1%	-7%	-13%
O=C(Nc1ccccc1-c1nnc(SCc2ccccc2)o1)c1ccccc1	i	6%	-16%	7.5	83	5%	-0.2%	23%	18%	-1%
CCN(CCCNC(=O)Cn1ncc2c([nH]c3ccc(C)cc32)c1=O)Cc1ccccc1	.	11%	1%	0.1	72	7%	-0.2%	15%	6%	-5%
CCOC(=O)c1sc(C)c2c1NC(c1ccc(N(C)C)cc1)NC2=O (stereo unspecified)	i	38%	10%	4.2	52	8%	0.2%	9%	28%	-4%
Cc1ccc(CNC(=O)c2ccc3c(=O)c(O)c(-c4ccc(C)cc4)[nH]c3c2)cc1	i	16%	9%	-2.9	61	9%	-0.1%	7%	40%	-5%
COc1cc(/C=C2/NC(=O)N(CC(=O)Nc3cccc(C)c3)C2=O)ccc1OCC(N)=O	i	7%	3%	-0.8	56	7%	-0.1%	-3%	-6%	-1%
COc1ccc(-c2cc(-c3c(O)c(OC)c4occc4c3OC)[nH]n2)cc1OC	i	8%	6%	5.7	54	22%	-2.3%	4%	-3%	2%
COc1ccc(C(CCN2CCN(c3ccccc3)CC2)c2c(OC)cc(OC)c3c(-c4ccccc4)cc(=O)oc23)cc1 (stereo unspecified)	i	10%	21%	-2.2	91	9%	0.0%	4%	19%	-8%
O=C(O)c1ccccc1SCCS(=O)(=O)c1ccc(Cl)cc1Cl	.	16%	-12%	1.9	80	4%	-0.1%	0%	7%	-3%
CC(=O)c1c(C)cc(C)c(CSc2nnc(-c3ccco3)o2)c1C	i	-8%	-7%	8.0	72	6%	3.0%	16%	0%	-2%
CC(C)C[C@@H](CN=[N+]=[N-])N1CCN(C)CCC1=O	.	4%	-2%	1.3	59	-5%	-0.3%	-5%	14%	-3%
CC(C)NC(=O)CSc1nnc(-c2ccc(F)cc2)c2ccccc12	i	4%	1%	3.1	30	5%	0.0%	11%	14%	-5%
CCNc1nc(NC(C)C)nc(N(C#N)Cc2ccccc2)n1	i	12%	-2%	2.8	55	13%	0.4%	4%	-6%	-7%
COc1ccc(CSCCc2n[nH]c(=S)n2-c2ccccc2)cc1C	i	14%	-3%	1.3	60	0%	0.5%	8%	-4%	11%
COc1ccc(-c2nc(CS(=O)CC(=O)NC3CCCCC3C)c(C)o2)cc1OC (stereo unspecified)	.	5%	8%	0.1	63	14%	-0.2%	1%	-8%	-5%
O=C(NC1CCCC1)c1ccc(CS(=O)Cc2ccc(Cl)cc2)o1 (stereo unspecified)	.	11%	-3%	0.4	54	9%	-0.1%	19%	2%	-6%
Cc1ccc(CS(=O)Cc2ccc(C(=O)NCc3ccccc3Br)o2)cc1 (stereo unspecified)	.	4%	6%	-0.2	58	5%	0.1%	-3%	24%	4%
COc1ccc(C(=O)NNC(=O)C(=O)Nc2cccc3ccccc23)cc1	.	5%	9%	0.3	70	9%	-0.2%	-1%	5%	2%
COc1cccc(-c2ccc(NC(=O)C3CCCN(Cc4ccco4)C3)cc2)c1 (stereo unspecified)	.	27%	-4%	0.5	73	7%	0.2%	52%	1%	-4%
COc1ccc(-c2nnn(CC(=O)N3CCN(c4ccccc4OC)CC3)n2)cc1OC	i	-14%	15%	-0.3	57	1%	-0.2%	14%	-6%	-1%
CC(C)c1ccc(NC2CCCN(C(=O)CCCn3cncn3)C2)cc1 (stereo unspecified)	.	12%	-5%	-0.3	68	7%	1.3%	12%	3%	-3%
O=C(NCC(c1cccnc1)N1CCOCC1)c1cccc(Cl)c1 (stereo unspecified)	i	16%	7%	2.6	80	9%	-0.1%	2%	0%	-5%
COc1ccc(C(=O)Nc2ccc(NC(=O)c3cccs3)cc2)cc1[N+](=O)[O-]	i	-2%	17%	-0.4	70	5%	0.3%	-6%	35%	-9%
Fc1cccc(Cl)c1C1Nc2cccc3cccc(c23)N1	.	12%	-3%	1.7	59	12%	-0.2%	8%	5%	7%	NS5 inhibitors pilot replicate=1.5
CCCn1nnnc1SCC(=O)N(C(C)C)C(C)C	i	7%	8%	1.4	51	0%	-0.1%	10%	9%	-1%
Cc1cc(C)cc(OCC(=O)OCC(=O)c2ccc3c(c2)NC(=O)CO3)c1	.	3%	0%	0.3	77	-2%	-0.1%	1%	0%	-1%
CCCCSc1nnc(-c2ccccc2N)c(=O)[nH]1	i	-1%	5%	0.8	55	3%	0.0%	28%	-6%	-4%
Cc1ccc(N2C(=N)/C(=C3/Nc4ccccc4S3)C(c3ccccc3)C2=O)cc1 (stereo unspecified)	i	0%	3%	.	.	16%	-0.2%	-5%	7%	1%
CCOC(=O)CSc1[nH]c2cc(OC)ccc2c1[N+](=O)[O-]	i	23%	26%	0.0	72	3%	0.2%	4%	-10%	-9%
CCOC(=O)c1cc(CC)sc1NC(=O)c1ccc([N+](=O)[O-])c(N2CCOCC2)c1	i	5%	-20%	0.0	44	9%	0.0%	2%	2%	2%
COc1ccc(Cl)cc1C(=O)NCCS(=O)(=O)N1CCN(c2ccccc2F)CC1	.	11%	-21%	0.6	62	9%	-0.1%	13%	12%	6%
CCc1ccccc1N(CC(=O)O)S(C)(=O)=O	i	7%	-2%	1.8	89	1%	0.2%	23%	-2%	4%
COc1ccc(N=Nc2nc3ccc(Br)cc3n2C)cc1	.	11%	-12%	.	.	4%	0.4%	-5%	-16%	?
O=C(Nc1nc(-c2ccccn2)cs1)c1ccc(S(=O)(=O)N2CCCCC2)cc1	i	8%	-5%	12	51	.	-1.9%	12%	2%	.
O=[N+]([O-])c1ccc(O)c(/C=N/Nc2ccccc2Cl)c1	i	13%	1%	4.2	72	6%	0.7%	0%	4%	-10%
CCOC(=O)c1c(NC(=O)CN2C(=O)NC3(CCC(C)CC3)C2=O)sc(C)c1CC (stereo unspecified)	.	14%	.	5.3	50	2%	.	.	.	2%
Cc1ccc(C(=O)NCC(=O)NCCCc2ccccc2)cc1	.	-39%	3%	-0.9	59	6%	-0.1%	3%	1%	-4%
COc1cc(C(=O)N/N=C/c2cccc(Oc3ccccc3)c2)ccc1O	.	10%	-10%	0.3	60	29%	-0.1%	7%	10%	-2%
O=C1CC(N2CCC(C(=O)N3CCCCC3)CC2)C(=O)N1 (stereo unspecified)	i	8%	-17%	-0.9	78	8%	-0.1%	10%	0%	-1%
CC(C)=CC1C(C(=O)NCCc2ccccc2)C1(C)C (stereo unspecified)	.	10%	.	-1.5	32	3%	.	.	.	-2%
O=C(Nc1ccon1)c1sc2ccccc2c1Cl	i	3%	-3%	3.0	51	1%	0.1%	0%	9%	-14%
O=S(=O)(c1ccc(Br)s1)n1cccn1	i	3%	8%	0.0	62	8%	0.0%	5%	-3%	-2%	NS5 inhibitors pilot replicate=-4.7
COc1ccc(OC)c(NC(=O)Cn2c(C)nc3ccccc3c2=O)c1	i	3%	12%	-0.7	45	8%	-0.1%	-13%	-1%	-4%
The list goes on.
SMILES	Yfh1-depleted yeast	Large T inhibition	GPR35 arrestin U2OS	NTR1 agonist	NTR1 agonist cell count 20 µM	MgcRacGAP inhibition	GPR55 activation	GPR55 LPI antagonism	AID2073	NS5 inhibitors	others
O=C(Nc1cccnc1)OCc1ccccc1	.	23%	6%	0.2	69	5%	-0.1%	8%	-1%	-5%
CCOc1ccccc1NC(=O)CN1C(=O)COc2ccc(C)cc21	.	5%	13%	-0.2	53	4%	0.3%	4%	2%	3%
Cn1c(=O)oc2cc(S(=O)(=O)N3CCCC(C(=O)NCc4cccs4)C3)ccc21 (stereo unspecified)	i	3%	7%	-1.3	63	2%	-0.1%	4%	5%	6%
C[C@H](NC(=O)OCc1ccccc1)C(=O)NNC(=O)[C@H](C)NC(=O)OCc1ccccc1	i	20%	-1%	-0.5	63	10%	-0.1%	1%	-2%	1%
Nc1nnc(SCc2nnc(-c3ccccc3)o2)s1	i	9%	-3%	2.2	87	-8%	-0.1%	10%	12%	-1%
N#C/C(=C\c1ccccc1)C(=O)Nc1cccnc1	i	6%	12%	0.6	60	7%	-0.2%	2%	-6%	10%
CC(C)OC(=O)NC(C)(C)COC(=O)Nc1cccc(Cl)c1	i	17%	23%	-0.1	76	3%	0.1%	7%	0%	-8%
CN1CCN(C(CNS(=O)(=O)c2ccc(F)cc2)c2cccnc2)CC1 (stereo unspecified)	i	1%	-6%	-2.8	87	6%	-0.5%	11%	-5%	-6%
Cc1ccc2c(c1)nnn2C1CCN(C(=O)C2CCCCC2)CC1	i	8%	-6%	-1.5	85	-14%	0.3%	9%	0%	-7%
